Screening results: PubChem BioAssay, several laboratories
Myeloid diff MLP = induction of myeloid progenitor differentiation, primary screen, cell-based, flow cytometry, MLPCN library. ER-HoxA9 myeloid progenitors, lysozyme-GFP differentiation. calls only at 10 µM. actives 1% (n = 360,000);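 active = normalized GFP-positive differentiation at or above the plate's own cutoff, the solvent-only control mean plus 3 SD; inconclusive = no clear call, values can overlap the other calls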;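 note: cells exposed to compound for four days before flow analysis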
PMI inhibitors = inhibitors of human PMI, primary screen, biochemical, fluorescence intensity, coupled assay (AID 1209) | one-dose inhibition, % at 20 µM; IC50 in µM for titrated hits | purified PMI enzyme, coupled fluorescence intensity; higher % means a stronger effect | Mannose-6-phosphate isomerase (Homo sapiens) | actives 0.42% (n = 190,000);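 note: plate controls were DMSO vehicle for no effect and wells lacking substrate for full effect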
LYP phosphatase = inhibitors of LYP phosphatase, biochemical, fluorescence intensity, uHTS (AID 1779); Tyrosine-protein phosphatase non-receptor type 22 (Homo sapiens); recombinant LYP phosphatase, fluorescence intensity; higher % means a stronger effect; inhibition, % at 11.5 µM, or IC50 in µM where a hit was titrated; actives 0.054% (n = 290,000);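 note: plate controls were vehicle with enzyme for no effect and no enzyme for full effect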
XIAP displacement = XIAP antagonists, biochemical, IAP family, fluorescence polarization (AID 1018) | displacement, % at 20 µM; hits with a dose series show IC50 in µM | E3 ubiquitin-protein ligase XIAP (Homo sapiens) | XIAP BIR domain, fluorescence polarization peptide displacement; higher % means a stronger effect | actives 0.007% (n = 200,000); in the data active = displacement above about 50%; note: a part of the inactive calls stands beside numbers as strong as those of hits
TNAP activation fold = human TNAP enzyme activators, primary screen, biochemical, luminescent, no phosphate acceptor, uHTS (AID 1001); actives 0.03% (n = 200,000); Alkaline phosphatase, tissue-nonspecific isozyme (Homo sapiens); purified TNAP, luminescent activation assay, no phosphate acceptor; higher activation fold means a stronger effect; activation fold at 20 µM, or EC50 in µM where a hit was titrated; in the data active = activation fold from about 3, or a potency from the dose series; inactive = the rest, 99 in 100 with activation fold below about 1.6; note: many of its hits are not listed in these tables
ER stress rescue = rescue of cells from ER stress-induced death, primary screen, 384-well, CSM14.1, thapsigargin, ATP luminescence (AID 1222); CSM14.1 thapsigargin-induced death rescue, ATP luminescence; higher % means a stronger effect; cellular ATP content (survival), % at 20 µM; hits with a dose series show EC50 in µM; 190,000 tested, under 10 active;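 active = EC50 below 50 µM in the dose-response confirmation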;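 note: death triggered by thapsigargin at about 15 µM added after 2 h compound pretreatment; cell ATP read after overnight thapsigargin exposure of roughly 18 to 22 hours; normalized against plate controls of thapsigargin alone and 5% DMSO vehicle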
P. falciparum M17LAP = P. falciparum M17LAP inhibitors, primary screen, biochemical, fluorogenic H-Leu-NHMec substrate, 1536-well (AID 1619); recombinant M17LAP, H-Leu-NHMec fluorogenic kinetic assay; higher % means a stronger effect; one-dose inhibition, % at 30 µM; IC50 in µM for titrated hits; actives 0.38% (n = 220,000);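 active = compound inhibiting the enzyme by more than half at any dose during confirmatory dose-response retesting; inconclusive = strong single-dose inhibitors picked by rank but not retested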;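 note: plate controls were full reaction with DMSO carrier for no effect and no enzyme background for full effect; strong numbers were not always called active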
PMI inhibition = human PMI inhibitors, high substrate, primary screen, biochemical, fluorescence intensity, high mannose 6-phosphate (AID 1220) | recombinant PMI enzyme, coupled fluorescence intensity; higher % means a stronger effect | one-dose inhibition, % at 20 µM; IC50 in µM for titrated hits | actives 0.66% (n = 190,000)
P. falciparum M1AAP = P. falciparum M1AAP inhibitors, biochemical, fluorogenic H-Leu-NHMec substrate, 1536-well (AID 1445) | Aminopeptidase N (Plasmodium falciparum (isolate 3D7)) | recombinant M1AAP, H-Leu-NHMec fluorogenic kinetic assay; higher % means a stronger effect | inhibition, % at 30 µM, or IC50 in µM where a hit was titrated | actives 0.42% (n = 220,000);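 active = primary inhibition above the hit cutoff, then over 50% inhibition at one or more dose response concentrations, cut at about 23% in these data, passing the limit was not always enough; inconclusive = conflicting primary data, or primary hits not chosen for dose response; inactive = low primary inhibition, or under 50% at every dose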;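 note: plate controls were DMSO full reaction for no effect and no enzyme background for full effect; strong numbers were not always called active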
Myeloid diff MLP GFP+ MAC1+ % = second read-out of Myeloid diff MLP, no call of its own (marks repeat the call); GFP+ MAC1+ double positive, %; measured here: differentiation confirmed by MAC1 staining
* hit, by the source's call; i = inactive; ? = inconclusive; · = no result given. Cut-off read from the data, not from the text of the source, unless noted: active = inhibition above about 50%; inactive = the rest.

The line under a structure holds: Myeloid diff MLP, Myeloid diff MLP GFP+ MAC1+ %, PMI inhibitors, LYP phosphatase, XIAP displacement, TNAP activation fold, ER stress rescue, P. falciparum M17LAP, PMI inhibition, P. falciparum M1AAP
> Cc1cccc(-n2c(CCn3nc(C)c([N+](=O)[O-])c3C)n[nH]c2=S)c1
→ i, 6.8, -9%, 0%, -2.8%, 0.9, -2.8%, -12%, -6%, 2%
> CCOC(=O)Nc1ccc2nc(N3CCCCCC3)sc2c1
→ ?, ·, ·, -1%, ·, ·, ·, 6%, ·, 2%
> COc1nc(C)ccc1-c1noc(-c2cccs2)n1
→ i, 0.9, ·, -3%, ·, ·, ·, -6%, ·, -1%
> CC(C)=NN1C(c2nonc2N)=NOC1(C)C
→ i, 0.6, ·, -10%, ·, ·, ·, 0%, ·, -3%
> C=CCN1C(=O)C(C)S/C1=N\S(=O)(=O)c1ccc(Cl)cc1 (stereo not drawn)
→ i, 0.9, -13%, -6%, -7.7%, 1, -4.5%, -8%, -6%, 0%
> COC(=O)Cc1c(C)c2ccc(OCC(=O)N3CCOCC3)cc2oc1=O
→ i, 1.9, 9%, -9%, -1.6%, 1.2, 4.0%, -82%, 6%, 11%
> COc1ccc(C(C(=O)NC2CCCCC2)N(C(=O)CCl)c2ccc(OC)cc2)cc1 (stereo not drawn)
→ ?, ·, 2%, -4%, -5.4%, 1.4, 0.6%, -10%, -6%, -4%
> CCC1CCCCN1C(=O)CSc1nc(N)c(NC(=O)c2ccco2)c(=O)[nH]1 (stereo not drawn)
→ i, 1.7, 12%, 3%, -8.5%, 1, 0.6%, -10%, 14%, 1%
> COc1cccc(/C=N/NC(=O)CCn2cnc3ccccc32)c1
→ i, 0.4, ·, -6%, ·, ·, ·, 15%, ·, 9%
> COC(=O)c1ccccc1NC(=O)CSc1ccccn1
→ i, 0.8, 1%, -8%, -8.0%, 1.1, 1.0%, 19%, -3%, 4%
> COc1ccc(-n2c(=O)c3ccccc3n(CC(=O)Nc3cccc(OC)c3)c2=O)cc1
→ i, 0.8, 10%, -5%, -2.7%, 1.1, 4.0%, 4%, 4%, 9%
> O=C(NNS(=O)(=O)c1ccccc1F)c1cccc(S(=O)(=O)N2CCOCC2)c1
→ i, 0.2, 5%, -5%, -0.1%, 0.8, -2.0%, -7%, -3%, 3%
> O=C(O)Cc1ccc(NC(=O)c2cccc(NC(=O)c3ccco3)c2)cc1
→ i, 0.1, -6%, 3%, -2.7%, 1, -1.5%, 2%, -2%, 2%
> COc1ccc(C(=O)C[N+]2(C)CCOCC2)cc1
→ i, 11, 81%*, -6%, -6.5%, 1.1, -1.1%, -2%, ·, 20%
> O=C(NCC1CC1)NC(=O)c1c(F)cccc1Cl
→ i, 0.0, ·, 4%, ·, ·, ·, -5%, ·, -2%
> Cn1c(C(=O)NC2CCCCCC2)cc2c(=O)n(C)c3ccccc3c21
→ i, 0.5, 1%, -2%, -5.4%, 1.2, -0.2%, 6%, 6%, 0%
> Cc1ccc(NC(=O)CSc2nnc(CN3CCOCC3)n2C)cc1C
→ i, 0.1, 2%, -7%, -16%, 1.1, 5.9%, 9%, 1%, -4%
> COc1ccc(C(O)c2coc3ccc(O)c(CN(C)C)c23)cc1 (stereo not drawn)
→ i, 0.7, 6%, -2%, -2.7%, 1.1, -2.3%, 11%, 2%, 17%
> CCCC1CCc2c(c3ccccc3[nH]c2=O)O1 (stereo not drawn)
→ ·, ·, -2%, -2%, -4.5%, 1, -2.4%, 5%, 6%, 5%
> O=C(Nc1ccc(Nc2ccccc2)cc1)c1ccc(Br)o1
→ i, 0.3, 18%, 1%, 1.4%, 1.1, -1.5%, -15%, 16%, 4%

Exported with tabs: entries from further up.
Compound	Myeloid diff MLP	Myeloid diff MLP GFP+ MAC1+ %	PMI inhibitors	LYP phosphatase	XIAP displacement	TNAP activation fold	ER stress rescue	P. falciparum M17LAP	PMI inhibition	P. falciparum M1AAP
Cc1cccc(-n2c(CCn3nc(C)c([N+](=O)[O-])c3C)n[nH]c2=S)c1	i	6.8	-9%	0%	-2.8%	0.9	-2.8%	-12%	-6%	2%
CCOC(=O)Nc1ccc2nc(N3CCCCCC3)sc2c1	?	·	·	-1%	·	·	·	6%	·	2%
COc1nc(C)ccc1-c1noc(-c2cccs2)n1	i	0.9	·	-3%	·	·	·	-6%	·	-1%
CC(C)=NN1C(c2nonc2N)=NOC1(C)C	i	0.6	·	-10%	·	·	·	0%	·	-3%
C=CCN1C(=O)C(C)S/C1=N\S(=O)(=O)c1ccc(Cl)cc1 (stereo not drawn)	i	0.9	-13%	-6%	-7.7%	1	-4.5%	-8%	-6%	0%
COC(=O)Cc1c(C)c2ccc(OCC(=O)N3CCOCC3)cc2oc1=O	i	1.9	9%	-9%	-1.6%	1.2	4.0%	-82%	6%	11%
COc1ccc(C(C(=O)NC2CCCCC2)N(C(=O)CCl)c2ccc(OC)cc2)cc1 (stereo not drawn)	?	·	2%	-4%	-5.4%	1.4	0.6%	-10%	-6%	-4%
CCC1CCCCN1C(=O)CSc1nc(N)c(NC(=O)c2ccco2)c(=O)[nH]1 (stereo not drawn)	i	1.7	12%	3%	-8.5%	1	0.6%	-10%	14%	1%
COc1cccc(/C=N/NC(=O)CCn2cnc3ccccc32)c1	i	0.4	·	-6%	·	·	·	15%	·	9%

Continued:
The line under a structure holds: Myeloid diff MLP, Myeloid diff MLP GFP+ MAC1+ %, PMI inhibitors, LYP phosphatase, XIAP displacement, TNAP activation fold, ER stress rescue, P. falciparum M17LAP, PMI inhibition, P. falciparum M1AAP
> O=C(CCN1CCCCC1)c1ccc2c(c1)OCO2
→ i, 0.7, 34%, -2%, -3.2%, 1.1, -1.1%, 0%, 34%, 8%
> CC(C)c1ccccc1NC(=O)c1ccc(CN(c2ccccc2)S(=O)(=O)c2ccccc2)cc1
→ ·, ·, -8%, 8%, -11%, 1, -0.6%, 1%, -5%, 10%
> CC1(C)CC2CC(C)(CN2C(=O)COc2cccc3ccccc23)C1 (stereo not drawn)
→ i, 0.8, 5%, -4%, -2.3%, 1.1, 3.2%, 0%, 3%, -3%
> COc1ccc(OCCNC(=S)Nc2cccc3ccccc23)cc1
→ i, 3.0, 10%, 4%, -5.1%, 1, -1.9%, 8%, 10%, 3%
> COc1cccc(N=C2SC(C(=O)Nc3ccccc3F)CC(=O)N2C)c1 (stereo not drawn)
→ i, 1.4, 12%, -6%, -13%, 1, -1.2%, 8%, 14%, 3%
> COc1cc(/C=N/NC(=O)c2ccncc2)ccc1Oc1ccc([N+](=O)[O-])cn1
→ i, 0.2, 0%, -3%, -6.1%, 1.1, -1.9%, 25%, 12%, 11%
> CCOC(=O)c1sc2nc(C)nc(N3CCN(c4ncccn4)CC3)c2c1C
→ i, 0.3, -18%, -5%, -7.9%, 1, -0.2%, 4%, 2%, 4%
> CCc1[nH]nc2c1C(Cc1ccccc1)C(C#N)=C(N)O2 (stereo not drawn)
→ i, 1.1, 12%, -8%, -4.7%, 1.1, 0.0%, 16%, 5%, 7%
> O=C(CSc1nnc(-c2ccncc2)n1Cc1ccco1)Nc1cccc(O)c1
→ i, 0.7, 17%, -10%, -14%, 1.1, 1.5%, 26%, 8%, 5%
> COc1ccccc1NC(=O)CC1COc2ccccc2O1 (stereo not drawn)
→ i, 1.0, -2%, -5%, 0.4%, 1.1, -0.8%, 5.3µM*, -9%, 6%
> Cc1ccccc1Oc1ncnc2sccc12
→ i, 1.2, -2%, -6%, -6.3%, 1.1, 8.4%, -18%, -4%, -3%
> COc1ccc(Oc2c(C=O)c3ccccc3n2C)cc1
→ i, 0.4, -5%, -7%, -4.6%, 1, 1.2%, 5%, 7%, -1%
> Cc1cc(C)c(N2CCN(S(=O)(=O)N3CCCCCC3)CC2)c(C)c1
→ i, 0.8, -47%, -7%, -2.0%, 1, -1.2%, 8%, -75%, 1%
> Cc1onc(-c2ccccc2)c1C(=O)N1CCN(C/C=C/c2ccccc2)CC1
→ i, 4.6, 8%, -8%, -7.8%, 1.1, 1.2%, 12%, -1%, 7%
> CSCC[C@H](NC(=O)OC(C)(C)C)c1nnc(SCC(=O)N(C)C)o1
→ i, 1.0, -7%, -9%, -2.0%, 1.1, -1.3%, 2%, -8%, -2%
> CCc1nnc(NS(=O)(=O)c2ccc(NC(=O)COc3ccc(Cl)c(C)c3)cc2)s1
→ i, 0.3, -21%, -3%, -5.3%, 1, 1.1%, 53%, -24%, -2%
> COc1cc(-c2csc(N3CCOCC3)n2)cc(OC)c1OC
→ ·, ·, -6%, -5%, -5.9%, 1, -2.5%, 10%, 5%, 1%
> CCN(CC)CCCN1C(=O)C(=O)/C(=C(/O)c2ccc3c(c2)CC(C)O3)C1c1ccncc1 (stereo not drawn)
→ ·, ·, -3%, 1%, -2.7%, 1, -0.3%, ·, 0%, ·
> Cc1c(Br)c([N+](=O)[O-])nn1CC(=O)N1CCN(Cc2ccccc2)CC1
→ i, 0.4, ·, -2%, -4.1%, 1, 0.5%, -15%, ·, -19%
> CC(C)Cn1c(-c2ccco2)csc1=Nc1cccnc1
→ i, 1.3, -7%, 0%, -1.3%, 1.1, -1.5%, 11%, -6%, 3%
> COc1cccc(C(=O)CN(C(=O)c2ccc(Cl)c(Cl)c2)N2C(=O)c3ccccc3C2=O)c1
→ i, 1.2, 10%, -4%, -4.3%, 1.1, -1.4%, -11%, 12%, 1%
> O=C(COc1ccccc1F)Nc1nnc(-c2ccncc2)s1
→ i, 1.5, -9%, -2%, -0.2%, 1.1, -0.6%, 5%, -21%, -1%
> O=C(Oc1ccnc2cc(Cl)ccc12)N1CCOCC1
→ i, 3.9, -15%, -2%, -2.3%, 1.1, -0.8%, 10%, -12%, -1%
> N#Cc1ccc(Cl)cc1NC(=O)COC(=O)c1ccc2c(c1)OCCO2
→ i, 1.0, -3%, 1%, -6.0%, 0.9, -3.6%, -4%, -3%, 0%
> CC(Sc1nc2nn(-c3ccccc3)c(=O)c-2c2n1CCCCC2)C(N)=O (stereo not drawn)
→ i, 0.5, 7%, -8%, -4.7%, 1.1, 2.7%, -5%, -2%, 11%
> COc1cc(C(=O)NNC(=S)NC(=O)/C=C/c2ccccc2)cc(OC)c1OC
→ i, 0.6, ·, -2%, ·, ·, ·, 20%, ·, -11%
> CC1CC(C)(C)NC(=S)N1CC(=O)N1CCN(Cc2ccccc2)CC1 (stereo not drawn)
→ ·, ·, 5%, -2%, -2.7%, 1, -0.9%, -6%, 4%, -1%
> O=C(NCCC1=CCCCC1)C1CCN(S(=O)(=O)c2cnc[nH]2)CC1
→ i, 1.2, 2%, 0%, -3.8%, 1.1, ·, 0%, 4%, 15%
